proCasp7 act = counter-screen for procaspase-3 activators: activators of human procaspase-7; 330,000 compounds, 0.093% hits; activation, % at 8.5 µM; recombinant procaspase-7, Ac-DEVD-pNA absorbance 405 nm; D23A/D198A/D206A triple mutant, cannot self-cleave; scale: DMSO 0, 5 µM enzyme 100;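 active = percent activation above the screen-wide mean plus 3 SD, cut at about 25% in these data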
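signal = Epi-absorbance of released pNA at 405 nm, two timepoints | assay system = Uncleavable procaspase-7 mutant enzyme | reagent = Ac-DEVD-pNA substrate, 400 µM as added | times = 1 h enzyme–compound preincubation and 2 h substrate reaction, both 25 °C | benchmarks = low DMSO alone, high DMSO plus 5 µM PC-7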
AHR act = activators of human aryl hydrocarbon receptor; AHR-responsive luciferase reporter cells, luminescence; P35869; 320,000 compounds, 2.5% hits; activation, % at 5 µM; in the data active = activation above about 47%;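 also: 0% = vehicle wells and 100% = reference agonist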
EBNA-1 inh = blocks EBNA-1 binding to DNA; EBNA-1 DNA binding, fluorescence polarization; inhibition, % at 14.8 µM; 300,000 compounds, 0.34% hits; AID 1950; in the data active = inhibition above about 28%
LAP4 TOR yeast = modulators of TOR pathway LAP4-GFP in S. cerevisiae | AID 2023 | S. cerevisiae LAP4-GFP multiplex, flow cytometry GFP, 3 h; median GFP as percent of DMSO wells | GFP response vs DMSO, % at 10 µM | 320,000 compounds, 0.34% hits;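 active = GFP response vs DMSO above a set limit, about the screen mean plus 3 SD, cut at about 150% in these data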
MEP2 TOR yeast = yeast TOR pathway MEP2-GFP modulation; 330,000 compounds, 0.51% hits; S. cerevisiae MEP2-GFP strain, flow cytometry GFP, 3 h; 100% = DMSO control level; GFP response vs DMSO, % at 10 µM;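 active = GFP response versus DMSO above a set limit, roughly screen mean plus 3 SD, cut at about 180% in these data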;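 also: median GFP fluorescence of the barcode-gated MEP2-GFP cells per well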
proCasp3 act = procaspase-3 (human) activation; P42574; recombinant procaspase-3 D3A, Ac-DEVD-pNA absorbance 405 nm; activation, % at 8.5 µM; 330,000 compounds, 0.11% hits;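 active = activation above the mean of all tested compounds plus 3 SD, cut at about 21% in these data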;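 also: 0% = DMSO alone and 100% = DMSO wells spiked with extra 5 µM PC-3 D3A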
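Evaluation: percent activation relative to control range; Material: Procaspase-3 D3A mutant, all three cleavage aspartates alanine; Compound: single dose, 8.5 µM nominal compound, 0.8% DMSO; Replication: one well per compound; Signal: absorbance at 405 nm, 0 and 120 min; Schedule: 1 h preincubation plus 2 h reaction at 25 °C.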
RPL19A-GFP yeast = modulators of TOR pathway RPL19A-GFP in S. cerevisiae | AID 2025 | S. cerevisiae RPL19A-GFP strain, flow cytometry, 3 h; active compounds read low | percent response vs DMSO, % at 10 µM | 330,000 compounds, 0.3% hits;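 active = percent response vs DMSO below 50%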;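 also: median channel GFP fluorescence of the barcoded RPL19A-GFP strain; ratio of sample median GFP to plate DMSO average so 100% = DMSO; lower means less RPL19A-GFP as with rapamycin TOR inhibition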
ZTA counter = blocks Epstein-Barr virus ZTA, an EBNA-1 counter-screen. inhibition, % at 11 µM. ZTA-DNA binding, fluorescence polarization. 320,000 compounds, 0.15% hits; in the data active = inhibition above about 33%
* hit, by the source's call; . = not tested or not shown; [ ] = dose if it differs, or a comment.

#1 COc1ccccc1NC(=O)C(C)OC(=O)CCCN=C1NS(=O)(=O)c2ccccc21 (stereo unspecified)
#2 CCOC(=O)c1c(C)[nH]c(C(=O)OCC(=O)c2ccc(OC)cc2OC)c1C
#3 CCN(CC)C(=O)c1cn(C)c2ccc(S(=O)(=O)N(CC)CC)cc2c1=O
#4 CCOC(=O)Cc1sc(N)nc1C
#5 Cc1ccc(S(=O)(=O)NNC(=O)C(O)(c2ccccc2)c2ccccc2)cc1
#6 Cc1c(Cl)cccc1NC(=S)NN
#7 CCC(C(=O)Nc1cccc(C(=O)O)c1C)c1ccccc1 (stereo unspecified)
#8 CC(NC(=O)COC(=O)CN1C(=O)c2ccccc2C1=O)c1ccccc1 (stereo unspecified)

Compound	1	2	3	4	5	6	7	8
proCasp7 act	4	2	-3	6	4	-20	-2	-3
AHR act	-2	0	2	-3	1	6	-2	1
EBNA-1 inh	-1	2	5	10	-5	5	2	.
LAP4 TOR yeast	98	116	88	89	98	121	90	108
MEP2 TOR yeast	99	106	91	88	105	98	92	109
proCasp3 act	-3	9	-8	3	4	-9	-6	-8
RPL19A-GFP yeast	98	108	98	99	101	102	87	113
ZTA counter	3	1	-3	-8	-3	20	0	.

#9 Cc1ccc(N(CC(=O)N2CCn3c2nc2ccccc23)S(=O)(=O)c2c(C)n[nH]c2C)cc1
#10 CCCn1c2ccccc2c2nnc(SCC(=O)Nc3nnc(CC(=O)OCC)s3)nc21
#11 Cc1ccc(S(=O)(=O)N2CCCC(C(=O)NCCc3ccc4c(c3)OCO4)C2)cc1 (stereo unspecified)
#12 O=C(c1ccc(Cn2c(=O)[nH]c3ccccc3c2=O)cc1)N1CCN(c2ccc(F)cc2)CC1
#13 Cn1nnnc1SCCNCc1ccc(Cl)cc1
#14 Cc1ccc(C(=O)CSc2nnc(CNc3ccc(F)cc3)o2)cc1
#15 COc1ccc(-c2nn(C)c3sc(C(=O)N4CCOCC4)cc23)cc1OC
#16 COc1ccc(CCNC(=O)C2CCC(=O)N(C3CC3)C2)c(OC)c1 (stereo unspecified)

Compound	9	10	11	12	13	14	15	16
proCasp7 act	4	8	-5	9	-2	5	1	1
AHR act	12	3	1	-3	-1	2	36	5
EBNA-1 inh	15	10	14	7	-1	1	8	-2
LAP4 TOR yeast	91	101	110	99	107	98	88	80
MEP2 TOR yeast	97	97	112	96	105	95	98	98
proCasp3 act	5	84*	-5	-4	7	6	4	-2
RPL19A-GFP yeast	99	102	100	102	101	94	100	108
ZTA counter	-12	18	18	-2	-16	12	-8	-3

#17 C=CCn1c(SCCOc2ccccc2)nnc1C(C)NC(=O)c1ccccc1 (stereo unspecified)
#18 Cn1c(=NC(=O)C2CC2)sc2cc(F)cc(F)c21
#19 COc1ccc([C@H]2CC(=O)C=C(c3c(C)cc(C)cc3C)C2)cc1
#20 CCc1noc(C)c1C(=O)NNC(=O)COc1ccccc1C
#21 COc1ccc(C2CC(=O)C(C=NCCN3CCN(C(=S)Nc4ccccc4)CC3)=C(O)C2)cc1OC (stereo unspecified)
#22 Cc1[nH]ncc1-c1ccccc1Cl
#23 N#CC(=C1SC=CS1)c1nc(-c2ccccc2)cs1
#24 CC(C)CCNC(=O)C(c1ccco1)N(CC1CCCO1)C(=O)Cn1nnc2ccccc21 (stereo unspecified)

Compound	17	18	19	20	21	22	23	24
proCasp7 act	2	3	-11	-8	2	8	-17	-1
AHR act	0	70*	3	-1	1	1	25	3
EBNA-1 inh	-10	6	.	.	3	-2	1	1
LAP4 TOR yeast	98	103	94	95	97	96[may fluoresce violet]	100	91
MEP2 TOR yeast	107	101	88	95	106	336*[may fluoresce violet]	100	101
proCasp3 act	-2	-4	1	0	0	-10	-13	-5
RPL19A-GFP yeast	98	100	98	98	97	48*[may fluoresce violet]	97	99
ZTA counter	-4	9	-12	-12	4	-14	8	-4

Results in proCasp3 act and AHR act, for two of the compounds above:
no.	SMILES	proCasp3 act	AHR act
17	C=CCn1c(SCCOc2ccccc2)nnc1C(C)NC(=O)c1ccccc1 (stereo unspecified)	-2	0
18	Cn1c(=NC(=O)C2CC2)sc2cc(F)cc(F)c21	-4	70*

(next part)
#25 CCOC(=O)c1cccc(OS(=O)(=O)Cc2ccccc2)c1
#26 COc1ccc(CN(C)C(=O)c2ccc(OCC(=O)Nc3cccc(C(F)(F)F)c3)c(OC)c2)c(OC)c1
#27 CS(=O)(=O)c1ccc2nc(NC(=O)CN3CCCCCC3)sc2c1
#28 COc1cccc(N2[C@@H](CC(C)=O)c3cc(C(F)(F)F)ccc3S2(=O)=O)c1
#29 CC(C)N(C(=O)CN1CCC(c2nc3ccccc3[nH]2)CC1)C(C)C
#30 Cc1noc(C)c1COC(=O)c1cc2ccccc2cc1O
#31 CC1CCCN(C(=O)COC(=O)CNC(=O)c2ccc(Br)cc2)C1 (stereo unspecified)
#32 O=C1CC2(CCN(C(=O)C3CC(=O)N(c4ccc(F)cc4)C3)CC2)Oc2ccccc21 (stereo unspecified)

Compound	25	26	27	28	29	30	31	32
proCasp7 act	13	-2	-6	7	3	16	1	-2
AHR act	-1	-4	0	4	-1	0	-4	0
EBNA-1 inh	1	-9	0	-10	5	1	0	14
LAP4 TOR yeast	107	107	94	102	103	91	112	103
MEP2 TOR yeast	98	99	103	105	108	105	100	106
proCasp3 act	7	-3	-5	0	1	2	0	-10
RPL19A-GFP yeast	99	99	103	104	99	100	96	99
ZTA counter	-7	3	-4	12	5	1	16	9

#33 Cc1ccsc1C(=O)NNC(=S)NC1CCCCC1
#34 Cc1ccc(C(NC(=O)c2ccccc2)C(Cl)(Cl)Cl)cc1 (stereo unspecified)
#35 COc1cccc(CNCC(O)COc2ccc(C(=O)c3ccccc3)cc2)c1 (stereo unspecified)
#36 O=C(Nc1ccccc1Cl)c1ccc(COc2ccc3c(c2)CCC3)cc1
#37 Fc1ccccc1NC(=S)N1CCC(c2ccccc2)C1 (stereo unspecified)
#38 COc1ccc(N2CCN(C(=O)c3cccc(S(=O)(=O)N4CCc5ccccc54)c3)CC2)cc1
#39 O=C(CCC(=O)OCC(=O)c1ccc(Br)cc1)Nc1cccc2cccnc12
#40 CS(=O)(=O)N(CC(=O)NC1CC2CCC1C2)c1ccc(Oc2ccccc2)cc1 (stereo unspecified)

Compound	33	34	35	36	37	38	39	40
proCasp7 act	-1	10	-3	-5	0	6	5	2
AHR act	-4	-1	1	-1	2	3	5	0
EBNA-1 inh	-15	5	0	11	-7	.	7	-8
LAP4 TOR yeast	108	95	105	94	102	91	95	105
MEP2 TOR yeast	102	110	103	107	92	100	93	100
proCasp3 act	4	7	0	-1	-3	9	10	2
RPL19A-GFP yeast	92	104	98	108	93	99	92	101
ZTA counter	3	-15	8	-1	-13	.	5	7

#41 CCOC(=O)N1CCN(Cc2c(O)ccc3ccccc23)CC1
#42 CC1CC(C)(C)NC(=S)N1CCCC(=O)Nc1ccc(F)cc1 (stereo unspecified)
#43 CCn1cc(C(=O)N2CCCC2)c(=O)c2cc(S(=O)(=O)N3CCC(C)CC3)ccc21
#44 CC(=O)C1=C(C)NC(SCC(=O)Nc2nccs2)=C(C#N)C1c1ccccc1Cl (stereo unspecified)
#45 O=[N+]([O-])c1ccc(NC2CCN(Cc3ccccc3)CC2)c([N+](=O)[O-])c1
#46 COc1cc(C(=O)Nc2scc(-c3ccc(C)cc3)c2C(=O)O)cc(OC)c1OC
#47 CC(C)OCCCNc1nc2c(c(=O)n(Cc3ccccc3F)c(=O)n2C)n1C
#48 CCOc1cccc2cc(-c3csc(NC(=O)CCC(=O)NCCCN4CCC(C)CC4)n3)c(=O)oc12

Compound	41	42	43	44	45	46	47	48
proCasp7 act	-17	1	0	-18	11	2	16	-1
AHR act	13	0	2	15	4	-2	3	19
EBNA-1 inh	10	-12	-5	-2	-1	3	11	6
LAP4 TOR yeast	.	100	99	116	87	92	107	105
MEP2 TOR yeast	109	103	96	94	103	107	98	102
proCasp3 act	-26	-2	-4	-14	-7	-2	8	-2
RPL19A-GFP yeast	100	100	105	94	101	103	100	100
ZTA counter	9	-19	-15	2	3	16	29	-1

#49 CC1(C)C2CC=C(/C=N/NC(=O)C3CC3)C1C2 (stereo unspecified)
#50 Fc1ccc(COc2ccc(Cl)cc2/C=N/Nc2nc(N3CCCC3)nc(N3CCCC3)n2)cc1
#51 Cc1ccc(C)c(S(=O)(=O)N2CCC(c3nc4c(nnn4Cc4ccc5c(c4)OCCO5)c(=O)[nH]3)CC2)c1
#52 CC(OC(=O)CNC(=O)C12CC3CC(CC(C3)C1)C2)C(=O)Nc1ncc(Cl)cc1Cl (stereo unspecified)
#53 CC(=O)c1ccc(OC(C)C(=O)NCC2(N3CCOCC3)CCCCC2)cc1 (stereo unspecified)
#54 Cc1c(C)n(CCCN(C)C)c2ncnc(NC3CCCCC3)c12
#55 Cc1ccnc(NC(=O)CNC(=O)c2ccc3ccccc3c2)c1
#56 O=C(c1cnn2c(C(F)(F)F)cc(-c3ccccc3)nc12)N1CCCc2ccccc21

Compound	49	50	51	52	53	54	55	56
proCasp7 act	7	2	-5	6	-4	-5	-2	-1
AHR act	3	-1	5	0	1	9	7	1
EBNA-1 inh	-8	-5	-6	0	.	2	3	-9
LAP4 TOR yeast	104	101	119	101	87	103	101	104
MEP2 TOR yeast	71	106	111	110	98	120	97	106
proCasp3 act	-6	5	-3	-4	-3	10	-5	2
RPL19A-GFP yeast	97	97	122	99	97	121	94	100
ZTA counter	10	-2	4	14	.	-4	-8	-24

#57 O=C(Oc1ccc(N2C(=O)CCC2=O)cc1)c1ccccc1
#58 Cc1ccccc1N1CCN(C2CCCN(C(=O)c3cc[n+]([O-])cc3)C2)CC1 (stereo unspecified)
#59 CCOP(=O)(NC(c1ccccc1)c1nc2ccccc2[nH]c1=O)OCC (stereo unspecified)
#60 O=C(Cc1ccccc1)NCc1ccncc1
#61 CCOC(=O)c1cc(CC)sc1/N=C/C1C(=O)CC(C)(C)CC1=O
#62 CC(=O)c1cccc(NC(=S)N2CCc3ccccc32)c1

Compound	57	58	59	60	61	62
proCasp7 act	6	11	0	4	-2	-8
AHR act	0	-2	5	1	-4	86*
EBNA-1 inh	-6	-4	3	6	9	5
LAP4 TOR yeast	112	101	90	102	95	122
MEP2 TOR yeast	110	95	102	100	95	151
proCasp3 act	16	6	-3	6	-7	-3
RPL19A-GFP yeast	103	98	104	93	104	102
ZTA counter	5	-1	4	-9	12	-11

Gathered by group, the compounds so far with an NH in an aromatic ring.
#2 CCOC(=O)c1c(C)[nH]c(C(=O)OCC(=O)c2ccc(OC)cc2OC)c1C
#9 Cc1ccc(N(CC(=O)N2CCn3c2nc2ccccc23)S(=O)(=O)c2c(C)n[nH]c2C)cc1
#12 O=C(c1ccc(Cn2c(=O)[nH]c3ccccc3c2=O)cc1)N1CCN(c2ccc(F)cc2)CC1
#22 Cc1[nH]ncc1-c1ccccc1Cl
#29 CC(C)N(C(=O)CN1CCC(c2nc3ccccc3[nH]2)CC1)C(C)C
#51 Cc1ccc(C)c(S(=O)(=O)N2CCC(c3nc4c(nnn4Cc4ccc5c(c4)OCCO5)c(=O)[nH]3)CC2)c1
#59 CCOP(=O)(NC(c1ccccc1)c1nc2ccccc2[nH]c1=O)OCC (stereo unspecified)

Compound	2	9	12	22	29	51	59
proCasp7 act	2	4	9	8	3	-5	0
AHR act	0	12	-3	1	-1	5	5
EBNA-1 inh	2	15	7	-2	5	-6	3
LAP4 TOR yeast	116	91	99	96[may fluoresce violet]	103	119	90
MEP2 TOR yeast	106	97	96	336*[may fluoresce violet]	108	111	102
proCasp3 act	9	5	-4	-10	1	-3	-3
RPL19A-GFP yeast	108	99	102	48*[may fluoresce violet]	99	122	104
ZTA counter	1	-12	-2	-14	5	4	4

Screens (PubChem BioAssay)
